Assay outcomes (PubChem)
XIAP displacement – XIAP antagonists, biochemical, IAP family, fluorescence polarization (AID 1018); XIAP BIR domain, fluorescence polarization peptide displacement; higher % means a stronger effect; one-dose displacement, % at 20 µM; IC50 in µM for titrated hits; actives 0.007% (n = 200,000); in the data active means displacement above about 50%; further: a part of the inactive calls stands beside numbers as strong as those of hits
human PMI inhibition – MPI enzyme activity inhibition – biochemical, fluorescence intensity, coupled assay, primary screen (AID 1209). purified PMI enzyme, coupled fluorescence intensity; higher % means a stronger effect. inhibition, % at 20 µM, or IC50 in µM where a hit was titrated. actives 0.42% (n = 190,000);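 further: plate controls were DMSO vehicle for no effect and wells lacking substrate for full effect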
SIAH1 antagonists – Siah-1 peptide-binding antagonists, primary screen, biochemical, fluorescence polarization, rhodamine-plectin, uHTS (AID 1817). Siah-1 / rhodamine-plectin peptide fluorescence polarization; higher % means a stronger effect. displacement, % at 20 µM; hits with a dose series show IC50 in µM. actives 0.02% (n = 290,000);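 active means displacement of at least 50% at 20 µM, with a fluorescence ratio check between 0.3 and a set limit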;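 further: plate controls were Siah plus tracer with DMSO for no effect and tracer alone without Siah for full effect; strong numbers were not always called active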
AID2073 – inhibitors of Mint1-CaV2.2 protein interaction, biochemical, HTRF (AID 2073). HTRF protein-protein interaction, Mint1-CaV2.2; higher % means a stronger effect. inhibition, % at 20 µM, or IC50 in µM where a hit was titrated. actives 0.19% (n = 290,000); in the data active means inhibition mostly above about 51%, no sharp cut-off; further: some results filed as inactive read as strong as hits
human PMI inhibitors – MPI inhibition at elevated mannose 6-phosphate – biochemical, fluorescence intensity, high mannose 6-phosphate, primary screen (AID 1220) | actives 0.66% (n = 190,000) | inhibition, % at 20 µM, or IC50 in µM where a hit was titrated | recombinant PMI enzyme, coupled fluorescence intensity; higher % means a stronger effect
Dynein cargo inh – dynein cargo transport inhibition | AID 1381 | actives 0.47% (n = 220,000) | z-score, hits read low | 3617.4 mouse cells, GR-EGFP nuclear translocation imaging; test concentration mostly 20 µM; stimulated with dexamethasone, 1 µM; stronger effect = lower value;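 active means plate z-score of nuclear minus cytoplasmic receptor signal below a set negative limit, without overly bright fluorescence or cell loss, cut at about -3.5 in these data, passing the limit was not always enough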;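 further: z-score of nuclear minus cytoplasmic ring GR-EGFP intensity difference per well; some compounds called inactive have numbers as strong as hits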
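Buffer or medium: tet-free, stripped-serum medium; Also added: dexamethasone, 1.0 µM final; Technique: high-content fluorescence imaging after fixation; Times: 48 h induction, 1 h compound, 30 min dex at 37 °C; Read-out: per-cell GR-EGFP intensity, nucleus versus surrounding cytoplasmic ring, well-averaged.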
M1AAP inhibition – P. falciparum M1AAP inhibitors, biochemical, fluorogenic H-Leu-NHMec substrate, 1536-well (AID 1445); recombinant M1AAP, H-Leu-NHMec fluorogenic kinetic assay; higher % means a stronger effect; inhibition, % at 30 µM; hits with a dose series show IC50 in µM; actives 0.42% (n = 220,000);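 active means primary inhibition above the hit cutoff, then over 50% inhibition at one or more dose response concentrations, cut at about 23% in these data, passing the limit was not always enough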;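 further: plate controls were DMSO full reaction for no effect and no enzyme background for full effect; strong numbers were not always called active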
LYP inhibition – PTPN22 lymphoid phosphatase activity blockers – biochemical, fluorescence intensity, uHTS (AID 1779); recombinant LYP phosphatase, fluorescence intensity; higher % means a stronger effect; one-dose inhibition, % at 11.5 µM; IC50 in µM for titrated hits; actives 0.054% (n = 290,000);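 further: plate controls were vehicle with enzyme for no effect and no enzyme for full effect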
M17LAP inhibition – P. falciparum M17LAP inhibitors, primary screen, biochemical, fluorogenic H-Leu-NHMec substrate, 1536-well (AID 1619); recombinant M17LAP, H-Leu-NHMec fluorogenic kinetic assay; higher % means a stronger effect; inhibition, % at 30 µM, or IC50 in µM where a hit was titrated; actives 0.38% (n = 220,000);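 active means compound inhibiting the enzyme by more than half at any dose during confirmatory dose-response retesting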;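 further: plate controls were full reaction with DMSO carrier for no effect and no enzyme background for full effect; strong numbers were not always called active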
Dynein cargo inh cytoplasmic EGFP – second read-out of Dynein cargo inh, no call of its own (marks repeat the call); z-score; measured here: cytoplasmic GR-EGFP intensity; stronger effect = higher value
Dynein cargo inh nuclear GR-EGFP – further read-out of Dynein cargo inh, marked with its call; z-score; measured here: nuclear GR-EGFP intensity;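 lower value marks the stronger effect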
Dynein cargo inh cell count – second read-out of Dynein cargo inh, no call of its own (marks repeat the call); z-score; measured here: cell count per field
* marks the source's active call; other numbers are inactive results; . = not tested or not shown. Unless noted, no stated cut-off is given here; in the data, active means inhibition above about 50%; inactive means the rest.

SMILES	XIAP displacement	human PMI inhibition	SIAH1 antagonists	AID2073	human PMI inhibitors	Dynein cargo inh	Dynein cargo inh cytoplasmic EGFP	Dynein cargo inh nuclear GR-EGFP	Dynein cargo inh cell count	M1AAP inhibition	LYP inhibition	M17LAP inhibition
Cc1ccc(SCC(=O)NC2CC3CCC(C2)N3C)cc1 (stereo unspecified)	.	.	-3%	2%	.	0.47	-0.31	-0.0089	0.54	-6%	-8%	2%
Cc1onc(-c2ccccc2)c1C(=O)Oc1cccnc1	-5.9%	7%	4%	27%	0%	-1.3	-0.19	-0.55	-0.27	2%	-10%	5%
CC(=O)c1ccc(Cc2ccc(C(C)=O)cc2)cc1	-2.0%	-10%	-4%	11%	-4%	-0.51	-0.18	-0.64	-0.34	0%	0%	-1%
Cc1ccnc(NC(=O)Cn2ccc([N+](=O)[O-])n2)c1	-4.4%	-7%	6%	18%	-8%	-0.53	-0.019	-0.35	2.3	0%	-10%	45%
Cc1cccc2cc(/C=N/Nc3ccc(C(=O)O)cc3)c(Cl)nc12	.	.	-5%	6%	.	1.5	-0.14	2	-1.4	9%	3%	10%
O=C(NC(=S)N1CCOCC1)c1ccc([N+](=O)[O-])cc1	-1.8%	8%	2%	-23%	0%	0.25	-0.26	0.2	0.34	5%	-8%	16%
O=C1C=C(NCc2ccccc2)C2(CCCCC2)O1	-0.7%	-6%	-7%	-9%	1%	-1.2	-0.22	-0.36	0.62	8%	-2%	-9%
Cc1sc2ncnc(NCCN3CCOCC3)c2c1C	-2.6%	-2%	4%	7%	-10%	0.033	-0.19	0.16	-0.52	11%	-1%	9%
CC(C)(C)c1cc(CCC(=O)N2CCNCC2)c(C(C)(C)C)cc1O	-1.2%	8%	3%	-10%	5%	-1.2	-0.23	-0.73	1	5%	7%	-6%
O=C(NCC1CCCO1)C1CCCN(S(=O)(=O)c2cccc3nsnc23)C1 (stereo unspecified)	-0.5%	1%	0%	-2%	0%	-0.52	-0.24	-0.25	0.65	5%	-6%	5%
COc1cc(/C=c2\sc3nc(-c4ccncc4)nn3c2=O)ccc1OC(C)=O	-2.4%	5%	2%	9%	0%	-0.97	-0.37	-0.2	0.66	8%	-4%	13%
COCC(=O)N(CCc1ccc(OC)c(OC)c1)Cc1cc2cc(C)ccc2nc1Cl	-6.1%	1%	-1%	-6%	0%	-0.7	-0.21	-0.29	1.1	9%	-4%	7%
CCN(Cc1ccccc1)C(=O)CSc1ccccc1C(=O)O	-6.6%	-44%	14%	12%	-30%	0.037	0.062	0.34	0.04	3%	-2%	-6%
Cc1ccc(/C=N/NC(=O)CNC(=O)c2cccc([N+](=O)[O-])c2C)o1	-3.7%	-10%	1%	-7%	-4%	1.5	-0.25	0.61	-1.6	5%	-2%	0%
Cn1cccc1C1C(C#N)=C(N)OC2=C1C(=O)CC(C)(C)C2 (stereo unspecified)	-2.9%	9%	-4%	0%	3%	0.13	0.047	0.068	-1.9	5%	-4%	21%
CCN(CC)CCn1c(=N)n(CCOc2ccccc2)c2ccccc21	-1.3%	6%	2%	-2%	7%	0.3	-0.54	0.2	1.2	-1%	-6%	1%
N#Cc1c(NCCCO)nc(NCc2ccccc2)c2c1CCN(Cc1ccccc1)C2	-4.8%	56%*	3%	48%	.	-0.51	-0.24	0.07	0.44	10%	-4%	-9%
O=C(O)C(CC1CCCCC1)N1CCS(=O)(=O)CC1 (stereo unspecified)	-1.3%	-18%	2%	0%	-6%	1	0.14	0.57	-0.024	-6%	0%	5%
CCC1=C(OC(=O)N(CC)CC)N2C(=O)OC(=NCc3ccccc3)[C@]2(C)[C@H]2C1=CC[C@H]1C(=O)NC(=O)[C@H]12	.	.	1%	0%	.	0.079	-0.8	-0.021	-0.2	4%	0%	-5%
CCc1cccc2c1NC(=O)C21N2CCCC2C(C(=O)c2ccc3ccccc3c2)C12C(=O)Nc1ccccc12 (stereo unspecified)	-12%	14%	7%	13%	8%	-0.19	-0.24	0.29	-0.58	0%	3%	4%

3 compounds out of the list, sorted by molar mass, lowest first.
SMILES	XIAP displacement	human PMI inhibition	SIAH1 antagonists	AID2073	human PMI inhibitors	Dynein cargo inh	Dynein cargo inh cytoplasmic EGFP	Dynein cargo inh nuclear GR-EGFP	Dynein cargo inh cell count	M1AAP inhibition	LYP inhibition	M17LAP inhibition
O=C(O)C(CC1CCCCC1)N1CCS(=O)(=O)CC1 (stereo unspecified)	-1.3%	-18%	2%	0%	-6%	1	0.14	0.57	-0.024	-6%	0%	5%
Cc1ccc(SCC(=O)NC2CC3CCC(C2)N3C)cc1 (stereo unspecified)	.	.	-3%	2%	.	0.47	-0.31	-0.0089	0.54	-6%	-8%	2%
Cc1cccc2cc(/C=N/Nc3ccc(C(=O)O)cc3)c(Cl)nc12	.	.	-5%	6%	.	1.5	-0.14	2	-1.4	9%	3%	10%

Remaining list, next part
SMILES	XIAP displacement	human PMI inhibition	SIAH1 antagonists	AID2073	human PMI inhibitors	Dynein cargo inh	Dynein cargo inh cytoplasmic EGFP	Dynein cargo inh nuclear GR-EGFP	Dynein cargo inh cell count	M1AAP inhibition	LYP inhibition	M17LAP inhibition
CO/N=C(/CS(=O)(=O)c1ccc(Br)cc1)c1ccc(OC)cc1	-8.1%	2%	-3%	32%	3%	-0.16	-0.13	0.13	0.18	5%	0%	3%
Cc1c(NC(=O)c2cc(-c3cccs3)on2)c(=O)n(-c2ccccc2)n1C	-4.1%	0%	-8%	14%	2%	0.14	-0.19	0.26	0.12	5%	-2%	-1%
C[C@@H](C(=O)Nc1ccc2ccccc2c1)[C@H]1C[C@]1(C)[C@H](NC(=O)c1cnccn1)c1ccccc1	-13%	8%	-3%	-4%	8%	-0.35	-0.31	0.19	0.81	0%	9%	-7%
O=C(COC(=O)c1cccc(O)c1)Nc1ccc(OC(F)F)cc1	-3.8%	0%	5%	5%	0%	0.29	-0.28	0.032	0.19	7%	-8%	5%
CCOc1ccccc1C(=O)NCC(=O)NCCCc1ccccc1	-0.3%	1%	17%	-2%	7%	1	-0.34	0.033	-0.59	0%	-7%	-6%
COc1ccccc1C(=O)N/C(N)=N/c1nc2ccccc2o1	-9.5%	-4%	-4%	7%	-1%	-0.63	-0.038	-0.96	-0.071	0%	-2%	3%
CN1CCN(C(=O)c2cc(-c3ccco3)on2)CC1	0.7%	-1%	-3%	6%	-11%	-0.13	-0.33	-0.032	0.23	2%	-6%	2%
O=C(CO/N=C/c1ccc(OC(F)F)cc1)NCc1ccc(F)cc1	-16%	-7%	-6%	-12%	0%	0.62	-0.21	0.57	0.06	-1%	-8%	2%
CCOP(=O)(OCC)C(Nc1cccc([N+](=O)[O-])c1)c1ccccc1 (stereo unspecified)	.	.	9%	2%	.	0.37	-0.25	0.15	0.13	-1%	-7%	-1%
O=C(Nc1nc2c(F)cc(F)cc2s1)c1ccccn1	-3.6%	-15%	-6%	40%	16%	-0.71	-0.13	-0.35	0.84	10%	-5%	7%
CCCC(=O)c1cc2ccccc2oc1=O	-4.6%	-7%	3%	14%	-4%	-0.58	-0.21	-0.18	0.75	4%	1%	-2%
CCOc1ccc(NC(=O)c2ccc(NC(=O)c3ccc(CN4CCOCC4)cc3)cc2)cc1	.	.	-2%	10µM*	.	1.4	-0.11	1.5	-2.6	-8%	-20%	-4%
CCC(=O)NC(=S)Nc1ccc(N2CCOCC2)cc1	-3.1%	-4%	-9%	-12%	-1%	-0.46	-0.3	-0.28	0.7	4%	2%	1%
CN(C(=O)CSc1nnc(-c2ccncc2)n1C)C1CCS(=O)(=O)C1 (stereo unspecified)	0.8%	1%	-1%	5%	-4%	0.46	-0.32	-0.1	0.042	7%	-10%	5%
NS(=O)(=O)c1ccc(NC(=O)CSc2ccc3ccccc3n2)cc1	-4.5%	4%	1%	-4%	11%	0.29	0.85	0.44	0.18	2%	2%	-5%
O=C(O)CCn1c(SCc2cccc3ccccc23)nc2ccccc21	-6.7%	5%	4%	-12%	0%	-0.00072	0.25	-0.047	-0.091	12%	5%	26%
COc1cccc(/C=C(/C(=O)OCC(=O)NC2CCCC(C)C2C)c2ccccc2)c1 (stereo unspecified)	-4.9%	6%	5%	4%	9%	-0.14	-0.31	-0.41	0.84	2%	6%	9%
OCCN(Cc1nc(-c2ccc3c(c2)OCO3)no1)Cc1cccs1	-2.6%	6%	-3%	5%	4%	-1.1	-0.25	-0.74	1.1	-2%	-12%	-2%
Cn1cc(/C=C2\SC(=O)N(c3ccccc3)C2=O)c2ccccc21	-5.9%	9%	1%	15%	9%	0.39	1.9	0.77	0.056	-2%	7%	-8%
CCn1c(=O)cc(O)c2ccccc21	-5.1%	13%	-2%	-8%	8%	-1	-0.19	-0.3	0.57	-7%	-4%	-1%

Reprinted at random: 3 compounds from above, in no set order.
SMILES	XIAP displacement	human PMI inhibition	SIAH1 antagonists	AID2073	human PMI inhibitors	Dynein cargo inh	Dynein cargo inh cytoplasmic EGFP	Dynein cargo inh nuclear GR-EGFP	Dynein cargo inh cell count	M1AAP inhibition	LYP inhibition	M17LAP inhibition
O=C(O)CCn1c(SCc2cccc3ccccc23)nc2ccccc21	-6.7%	5%	4%	-12%	0%	-0.00072	0.25	-0.047	-0.091	12%	5%	26%
C[C@@H](C(=O)Nc1ccc2ccccc2c1)[C@H]1C[C@]1(C)[C@H](NC(=O)c1cnccn1)c1ccccc1	-13%	8%	-3%	-4%	8%	-0.35	-0.31	0.19	0.81	0%	9%	-7%
Cn1cc(/C=C2\SC(=O)N(c3ccccc3)C2=O)c2ccccc21	-5.9%	9%	1%	15%	9%	0.39	1.9	0.77	0.056	-2%	7%	-8%

The listing continues:
SMILES	XIAP displacement	human PMI inhibition	SIAH1 antagonists	AID2073	human PMI inhibitors	Dynein cargo inh	Dynein cargo inh cytoplasmic EGFP	Dynein cargo inh nuclear GR-EGFP	Dynein cargo inh cell count	M1AAP inhibition	LYP inhibition	M17LAP inhibition
CCCCCCc1c(O)nc(SCCN(C)C)[nH]c1=O	.	.	-1%	-7%	.	-0.14	-0.23	-0.059	0.43	1%	-8%	-9%
COc1cc(/C=N/NC(=O)c2ccc(CSc3nc4ccccc4[nH]3)cc2)cc(OC)c1OC	-4.1%	-12%	-11%	21%	-13%	0.95	0.052	0.31	-1.2	9%	3%	-7%
Nc1nnc(-c2ccc(Cl)c([N+](=O)[O-])c2)s1	-4.2%	-7%	0%	43%	2%	-1.3	-0.36	-0.71	1.6	0%	-1%	5%
CCOc1ccc(C(=S)NC2CCCCC2)cc1	-5.1%	2%	-6%	-34%	-2%	-0.5	-0.21	-0.4	0.48	0%	0%	0%
CC(NCC(O)COCc1ccc(Cl)cc1)c1ccccc1 (stereo unspecified)	-4.7%	-17%	2%	-16%	-18%	0.48	-0.32	-0.18	0.36	-2%	-6%	-2%
